# High-throughput results as filed in PubChem.
# G9a inh – inhibitors of human histone lysine methyltransferase G9a | Potency, µM (top dose mostly 102 µM), without a hit: at the top dose activity, negative = inhibition, hits mostly inhibitors | Q96KQ7 | G9a H3K9 monomethylation, AlphaScreen, 2 h | 350,000 tested, 8.8% active; note: potency is the fitted concentration of half-maximal effect; % is set by controls: 0 for no effect and ±100 for the full control effect; nearly all actives have a fitted effect of over 75% in size
#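 Using a bead-based AlphaScreen, monomethylated H3K9 product from 2 h room-temperature reactions (G9a 20 nM, peptide 500 nM, SAM 20 uM) was detected with 0.5 ug/mL rabbit anti-H3K9me1 antibody.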
# BAZ2B inh – BAZ2B (human) inhibition; Q9UIF8; AlphaScreen BAZ2B-H3K14Ac peptide displacement; Potency, µM (series often up to 114 µM), for the others: at the highest dose activity change, negative = inhibition, most hits filed as inhibitors; 360,000 tested, 4.4% active; note: potency is the fitted concentration of half-maximal effect; % is set by controls: 0 for no effect and ±100 for the full control effect; nearly all actives have a fitted effect of over 60% in size
#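 AlphaScreen luminescence quantifies BAZ2B engagement of H3K14Ac peptide; the protein and biotinylated peptide are both at 50 nM final, buffer PBS pH 7.4 with 0.01% Tween-20, all steps at room temperature.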
# JMJD2A Tudor inh – blocks the human JMJD2A Tudor domain; O75164; AlphaScreen JMJD2A-Tudor / H3K4me3 peptide binding; Potency, µM (doses to about 114 µM), for the others: at the highest dose activity change, negative = inhibition, actives largely listed as inhibitors; 390,000 tested, 4.4% active; note: potency is the fitted concentration of half-maximal effect; % is set by controls: 0 for no effect and ±100 for the full control effect; nearly all actives have a fitted effect of over 50% in size
# GLS inhibitor – glutaminase GLS (human) inhibition; O94925; GLS enzymatic activity, qHTS titration; Potency, µM (top dose mostly 45.5 µM), without a hit: at the highest dose activity change, negative = inhibition, usual class: inhibitors; 410,000 tested, 0.21% active; note: potency is the fitted concentration of half-maximal effect; % is set by controls: 0 for no effect and ±100 for the full control effect
# Target sequence (O94925 whole entry, looked up): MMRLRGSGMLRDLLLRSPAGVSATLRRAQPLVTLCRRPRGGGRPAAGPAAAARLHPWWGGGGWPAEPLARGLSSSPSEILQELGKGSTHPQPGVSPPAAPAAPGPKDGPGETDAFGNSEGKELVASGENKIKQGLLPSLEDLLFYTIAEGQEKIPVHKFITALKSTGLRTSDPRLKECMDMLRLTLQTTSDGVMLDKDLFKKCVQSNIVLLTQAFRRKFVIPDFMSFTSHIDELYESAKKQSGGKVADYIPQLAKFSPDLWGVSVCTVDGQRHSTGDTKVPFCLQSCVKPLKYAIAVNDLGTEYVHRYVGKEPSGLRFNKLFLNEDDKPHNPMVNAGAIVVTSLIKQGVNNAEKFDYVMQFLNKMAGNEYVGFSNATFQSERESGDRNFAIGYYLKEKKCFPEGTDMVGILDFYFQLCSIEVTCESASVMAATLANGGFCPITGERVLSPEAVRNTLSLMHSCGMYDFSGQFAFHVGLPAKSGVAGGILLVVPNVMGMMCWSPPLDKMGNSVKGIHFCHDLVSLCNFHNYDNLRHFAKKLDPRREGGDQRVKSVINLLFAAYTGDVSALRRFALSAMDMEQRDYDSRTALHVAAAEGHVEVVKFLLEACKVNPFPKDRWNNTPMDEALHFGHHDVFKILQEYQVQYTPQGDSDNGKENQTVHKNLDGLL
#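 Human kidney-isoform GLS in 45 mM KH2PO4 pH 8.2, 0.02% Tween-20, with compound, started with 1mM L-Glutamine (added stock). Glutamate oxidase/HRP/Amplex red coupled fluorescence read at start and after 30 min at RT.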
# Pin1 inh – inhibitors of human Pin1; Pin1 FP peptide displacement, HiFluor488, 10 min; AID 504891; Potency, µM (doses to about 115 µM), inactives show at the highest dose activity, negative = inhibition, usual class: inhibitors; Q13526; 390,000 tested, 0.009% active; active = well fitted inhibition curve with a large enough effect in the polarisation, with a control signal flat, not every such curve was filed as active; inconclusive = small, poorly fitted or top-dose-only effect, or effect the other way, or a change in a side signal; inactive = no such curve, though single readings can be large or run the other way; the % refers to the polarisation; note: potency is the fitted concentration of half-maximal effect; % is set by controls: 0 for no effect and ±100 for the full control effect
# HP1b chromo inh – HP1-beta chromodomain-methylated histone interaction inhibition; P83916; AlphaScreen HP1-beta / biotin-H3K9me3 peptide binding; Potency, µM (series often up to 114 µM), without a hit: at the highest dose activity change, negative = inhibition, most hits filed as inhibitors; 390,000 tested, 0.56% active; AID 540317; note: potency is the fitted concentration of half-maximal effect; nearly all actives have a fitted effect of over 70% in size; inactives centre near 23
# Target sequence (P83916 whole entry, looked up): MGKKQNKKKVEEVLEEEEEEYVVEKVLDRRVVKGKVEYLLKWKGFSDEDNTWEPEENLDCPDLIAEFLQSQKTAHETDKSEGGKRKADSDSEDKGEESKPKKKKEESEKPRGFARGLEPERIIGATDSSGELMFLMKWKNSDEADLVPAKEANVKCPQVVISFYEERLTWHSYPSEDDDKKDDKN
#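 AlphaScreen: HP1-beta (50 nM) preformed 30 min with biotin-H3(1-18)K9me3 peptide (50 nM) in PBS pH 7.4, 0.01% Tween-20. Compound added for 30 min at RT, then streptavidin donor/nickel chelate acceptor beads (10 ug/mL) for 30 min.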
# PI4K2A inh – PI4K2A (human) kinase inhibition; AID 1346378; 420,000 tested, 0.13% active; purified PI4K2A, ADP-Glo luminescence, 1 h; stronger effect = lower value; activity change, negative = inhibition, % at 76.9 µM; Q9BTU6; in the data active = activity change below about -50%; inconclusive = mostly about -30% to -49%;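 note: -100% = wells without enzyme as full effect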
#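 Compounds are screened against recombinant PI4K2A using PI as substrate and ATP, the latter dispensed at 300 microM. Reactions run one hour at ambient temperature before ADP-Glo detection; full inhibition defined by wells lacking enzyme.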
# Pol eta inh – inhibitors of human DNA polymerase eta; Q9Y253; recombinant Pol eta, fluorescent DNA replication assay; Potency, µM (series often up to 114 µM), for the others: at the highest dose activity change, negative = inhibition, most hits filed as inhibitors; 390,000 tested, 1.2% active; AID 588591; note: potency is the fitted concentration of half-maximal effect; % is set by controls: 0 for no effect and ±100 for the full control effect
#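 Pol eta at 10 nM preincubated with compounds 15 min at room temperature; reaction started with fluorescent substrate (50 nM final) and read kinetically at 0 and 10 min.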
# PGK inhibitor – T. brucei PGK inhibition; P07378; PGK/GAPDH coupled, Kinase-Glo luminescence, 60 min; Potency, µM (top dose mostly 57.5 µM), without a hit: at the top dose activity change, negative = inhibition, hits mostly inhibitors; 380,000 tested, 0.043% active; AID 602233; note: potency is the fitted concentration of half-maximal effect; % is set by controls: 0 for no effect and ±100 for the full control effect; nearly all actives have a fitted effect of over 60% in size
#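 Recombinant glycosomal PGK reaction used 1,3-bisphosphoglycerate generated in-well by GAPDH (100nM final) in 100mM TEA pH 7.6, 5mM MgCl2, 0.01% Tween-20. After 60 minutes at room temperature, ATP was read by Kinase-Glo Plus luminescence end-point.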
# Active calls of the source: *; i = inactive; ? = inconclusive; · = not tested or not shown; [ ] = remark or other dose. Unless noted, calls come from the whole dose curve; as a rule, active = well fitted curve in the direction sought with a large enough effect; inconclusive = small, poorly fitted or top-dose-only effect, or another doubt; inactive = no such curve, though single readings can be large; an effect the other way counts as inactive or inconclusive. Some of the compounds tested (hit frequency here may not be typical).
# The line under a structure holds: G9a inh, BAZ2B inh, JMJD2A Tudor inh, GLS inhibitor, Pin1 inh, HP1b chromo inh, PI4K2A inh, Pol eta inh, PGK inhibitor
1) OCCC1CN(Cc2cnc(-c3ccc(Cl)cc3)nc2)CCN1C1CCCC1 (stereo not given)
    5%, -10%, -1%, 0%, -1%, 18%, -5, -16%, 0%
2) Cc1ccc(NC(=O)CC2Nc3cc(C)c(C)cc3NC2=O)c(C)c1 (stereo not given)
    -4%[59 µM], -1%, -14%, ?, 0%, 18%, 0, -1%, 5%
3) O=C(COc1ccc(Cl)cc1Cl)Nc1ccccc1F
    ·, ·, 7%, 5%, 0%, 17%, -16, -21%, -8%
4) CC(=O)c1cccc(NC(=O)c2ccc3c(c2)OCO3)c1
    ·, 0%, ?, -16%, 6%, 2%, 3, -7%, -4%
5) COc1ccc(N2CCN(C(=O)COC(=O)c3oc4ccc(OC)cc4c3C)CC2)cc1
    27%[2.33 µM], -12%, -22%, 12%, 3%, -1%, 1, ?, -8%
6) COc1ccc(OC)c(CCNC(=O)c2cnn(-c3ccccc3)c2-n2cccc2)c1
    -8%[59 µM], -39%, ?, -19%, 0%, -2%, -4, -21%, -9%
7) COc1ccc(C(=O)NCCc2cccc(Cl)c2)cc1OC1CCN(C(C)=O)CC1
    ·, 0%, -11%, 4%, 2%, 17%, 0, -4%, 2%
8) CC1CCCN(CC(=O)NC(=O)NC2CCCCC2)C1 (stereo not given)
    87%[activator][12.7 µM], 55%[activator], -15%, 2%, -1%, 21%, -1, -1%, -7%
9) O=C(CC(O)(C(F)(F)F)C(F)(F)F)Nc1ccc(Cl)c(Cl)c1
    39%[activator], 27%, 25%, 4%, 6%, 63%[activator], -3, -22%, -8%
10) CCOc1cccc(NC(=O)CSc2nncn2N)c1
    1%[59 µM], ·, -14%, 0%, 3%, 23%, 1, -13%, 7%[11.5 µM]
11) Cc1ccc(-c2noc(CCC(=O)N3CCCc4ccccc43)n2)cc1
    59%[activator], 24%, 42%[activator], 1%, 3%, 77%[activator], 6, -12%, -1%
12) COCCNc1nc(N2CCCCC2)c2cnn(C)c2n1
    -12%, -19%, -10%, 1%, 1%, 7%[57 µM], -6, -8%, i
13) CCOC(=O)c1ccc([N+](=O)[O-])c(CS(=O)(=O)c2ccc(Cl)cc2)c1
    -17%[2.33 µM], ?, ?, -3%, 2%, ?, -2, -3%, 3%
14) Cc1c(NS(=O)(=O)c2ccccc2)cc(C(C)C)c(O)c1S(=O)(=O)c1ccc(Cl)cc1
    12%[59 µM], -27%, -19%, 29%, 22%, 39%, 5, -15%, i
15) CCOC(=O)c1nn(-c2cccc(OC)c2)c(-c2ccccc2)c1C(=O)c1ccccc1
    -8%, -3%, -3%, -10%, -6%, 26%, -1, -14%, i
16) O=C(CSc1nc(Nc2ccccc2)nc(N2CCOCC2)n1)Nc1cc(Cl)ccc1O
    50µM*, -37%, ?, -5%, 16%, -10%, -8, -10%, -2%
17) CCN1CCN(c2ccc(NC(=O)c3ccc(Cl)c(S(=O)(=O)N4CCCC4)c3)cc2)CC1
    4%[0.501 µM], ?, ?, 3%, -1%, ?, 0, -22%, -6%
18) COCOc1cc(O)c(C(=O)/C=C/c2ccc(OCOC)c(OCOC)c2)c(OCOC)c1
    ·, ·, -16%, -1%, ?, 17%, -1, -25%, 7%
19) CCNCc1cc(Cl)c(OCc2ccccc2)c(OCC)c1
    -43%, -30%, -6%, 10%, -10%, 35%, 2, -8%, i
20) CC(=O)Nc1ccccc1OCC(=O)c1ccc2c(c1)OCO2
    ?, 11%, -21%, 4%, -4%, 15%, 3, -4%, -7%
21) Cc1ccc2c(c1)C(N1CCCC1=O)CC(c1ccco1)N2 (stereo not given)
    10µM*, -38%, 21%[11.4 µM], ?, -9%, -10%, -62*, -9%, ?
22) COc1cc(C(=O)Nc2ccc(NC(=O)c3ccco3)nc2)cc(OC)c1OC
    -32%, -7%, 0%, 4%, 1%, 12%, 2, 13%, 1%
23) O=C(NCCCSc1ccccc1)c1ccc(=O)[nH]c1
    ·, -3%, 6%, -19%, 2%, 35%, 3, -3%, -1%
24) COc1cccc(-c2sc3ccccc3c2-c2ccc(OCCN3CCCCC3)cc2)c1
    ·, ·, ?, 12%, 7%, -11%, 1, -33%, 9%
25) COc1cc(C)ccc1OCC(=O)NCC1CCCO1 (stereo not given)
    ·, ·, -6%, 1%, 2%, 10%, 8, -7%, 8%
26) C=CCn1cnc2c(NCc3ccccc3)ncnc21
    -8%[12.7 µM], 1%, -4%, 21%, -7%, 18%, 5, -11%, 4%
27) CCN(CC)C(=O)Cn1c(=O)n(Cc2ccc(C(=O)NCc3ccc(C)cc3)cc2)c(=O)c2ccccc21
    -7%[59 µM], 3%, -8%, 3%, 22%, 10%, 2, -12%, -8%
28) Cc1ccc(C(C)C)c(OCCCNCc2cccnc2)c1
    50µM*, -34%, -7%, -5%, 4%, 30%, -4, -20%, -1%
29) Cc1cc(Sc2nccn2C)ncc1[N+](=O)[O-]
    -5%[59 µM], 7%, -16%, 17%, -4%, 21%, 0, -5%, i
30) COc1cc(C(=O)OCC(=O)c2cc(C)n(C)c2C)cc(NC(=O)c2ccco2)c1OC
    -35%, -8%, 29%, ·, -10%, 15%, 1, 0%, 3%
31) Cc1cc(C)c(S(=O)(=O)N2CCCCC2)cc1N(C)S(=O)(=O)c1ccc(Cl)cc1
    -5%[59 µM], -5%, 3%, 1%, 0%, 75%[activator], 2, -6%, -9%
32) CCn1c(SCC(=O)Nc2cc(F)ccc2C)nnc1-c1ccccc1O
    -15%[59 µM], 4%, -13%, 18%, 0%, 0%, 4, -11%, -6%
33) O=C(CCCCCn1c(=S)[nH]c2ccc(Br)cc2c1=O)NCC1CCCO1 (stereo not given)
    ?, 1%, 19%, ·, 6%, 58%[activator], 3, -19%, 0%
34) CCOCCCNC(=O)C(NC(=O)CNC(=O)c1ccccc1)c1ccc(OC)cc1 (stereo not given)
    16µM*, 0%, 3%, 0%, -5%, 15%, 0, -19%, 3%
35) COc1cc(NC(=O)Cc2cccc3ccccc23)c(C(=O)O)cc1OC
    -10%, -5%, 5%, 5%, -7%, 42%[activator], 1, -14%, -3%
36) Cc1cccc(C(=O)N2CCCC(N3CCN(c4ccc(F)cc4)CC3)C2)n1 (stereo not given)
    4%[59 µM], -23%, -9%, 10%, 1%, 51%[activator], 2, -9%, -2%
37) Cc1ccc(NC(=O)Cn2nc(C)c3ccccc3c2=O)cc1F
    22%, -7%, -12%[57.1 µM], -3%, -3%, ·, -1, 7%, 6%
38) CCC(C)NCC(O)(c1ccc(Cl)cc1)c1ccc(Cl)cc1 (stereo not given)
    4%, 6%, 5%, 0%, -14%, 41%[activator], -5, -15%, -5%
39) Cc1cc(NC(=O)CSCC(=O)Nc2cccc(S(=O)(=O)N3CCCCCC3)c2)no1
    -33%, ?, -26%, -5%, 2%, -10%, -10, -8%, -20%
40) C[C@H]1CCC[C@]2(O[C@@H](CCO)C[C@H](O)[C@H]2O)O1
    19%, -1%, 0%, -4%, 3%, 45%[activator], -3, 6%, 0%
41) O=C(NC1CC2CCCC(C1)N2C(=S)Nc1ccccc1)C1CC1 (stereo not given)
    ?, 1%, 1%, -1%, -21%, 31%, -8, -24%, 3%
42) COc1ccc(NC(=O)c2c(C)oc3ccc(O)c(CN4CCOCC4)c23)cc1
    -4%[59 µM], -11%, -13%, 19%, -9%, 29%, -3, -11%, -4%
43) COc1ccc(-c2nn[nH]n2)cc1OC
    -41%, ?, -13%, 16%, -1%, 31%, 2, -6%, -2%
44) Cc1cc(C)c(S(=O)(=O)N2CCN(Cc3ccc4c(c3)OCO4)CC2)cc1C
    -7%[59 µM], -9%, -21%, -3%, 2%, 1%, -1, -14%, -2%
45) CC1(C)CC2CC(C)(CN2C(=O)c2cc(-c3ccccc3)on2)C1 (stereo not given)
    -2%, 12%, 9%, -2%, 0%, 40%[activator], 7, -29%, -3%
46) CCOCCCNC(=O)c1ccc2c(c1)ncn2-c1ccc(C)cc1C
    3%, -13%, ?, 8%, -1%, -3%, 0, 15%, -4%
